Screening data: PubChem, The Scripps Research Institute Molecular Screening Center
OX1R antag-1: antagonists of human orexin 1 receptor (OX1R); O43613; OX1R-expressing cells, FRET antagonist read-out; inhibition, % at 6.6 µM; hit rate 1.8% among 330,000; AID 485270; in the data active = inhibition mostly above about 38%, no sharp cut-off; inactive = mostly below about 40%;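 also: 0% = agonist challenge alone and 100% = reference antagonist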
Target sequence (O43613 whole entry, looked up): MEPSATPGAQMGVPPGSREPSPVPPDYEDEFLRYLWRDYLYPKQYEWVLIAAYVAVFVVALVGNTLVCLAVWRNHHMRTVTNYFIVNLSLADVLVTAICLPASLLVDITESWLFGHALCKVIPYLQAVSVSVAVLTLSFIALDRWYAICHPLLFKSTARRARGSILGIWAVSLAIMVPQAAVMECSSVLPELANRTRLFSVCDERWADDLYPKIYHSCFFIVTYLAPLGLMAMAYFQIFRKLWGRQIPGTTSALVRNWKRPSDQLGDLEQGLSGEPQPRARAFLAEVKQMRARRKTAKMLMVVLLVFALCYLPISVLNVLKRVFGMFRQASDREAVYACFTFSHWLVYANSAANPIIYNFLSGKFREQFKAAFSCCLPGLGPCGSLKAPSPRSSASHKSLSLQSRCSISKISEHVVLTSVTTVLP
OX1R antag-2: human HCRTR1 antagonism. hit rate 0.43% among 330,000. inhibition, % at 5 µM. AID 434989. CHO/OX1R cells, Fluo-8 calcium fluorescence, orexin A. O43613;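 active = inhibition above its plate's threshold, mean inhibition of all tested compounds on the plate plus 3 SD, cut at about 37% in these data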;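 also: 0% = orexin A challenge wells and 100% = SB-334867-A antagonist wells; not every result past the cut was called active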
An asterisk follows results filed as active.

canonical_smiles,OX1R antag-1,OX1R antag-2
C/C(=N\Nc1nc(-c2ccccn2)nc2ccccc12)c1ccc(F)cc1,15,-5
COCC1CCCN(C(=O)c2ccc(OC3CCN(Cc4ccccn4)CC3)cc2)C1 (centres undefined),30,-12
CCCC#Cc1ccc2c(c1)COc1c3ccccc3nn1-2,29,-35
Cc1ccc(N2C(=O)N3[C@H](c4cccc(C)c4)[C@@H]4C(=O)N(Cc5ccccc5)C(=O)[C@@H]4[C@]3(C)C2=O)cc1,19,-11
Cn1c(=O)c2c(nc(SCC(=O)O)n2Cc2cc3c(cc2Cl)OCO3)n(C)c1=O,9,-23
CC(=O)Nc1sc(C)c(C)c1C(=O)OCC(=O)N(CC(C)C)C1CCS(=O)(=O)C1 (centres undefined),23,-15
O=C(CN(CC1CCCO1)C(=O)CCC(=O)Nc1nccs1)NCc1ccccc1 (centres undefined),23,-15
CC(=O)Nc1ccc(C)cc1,1,-13
CC(=O)CSc1nnc(-c2ccncc2)n1C,13,1
CCn1c(=O)n(CC)c2cc(N3CCCC3)c(NC(=O)c3ccccc3Br)cc21,7,-36
Cc1occc1C(=O)O/N=C(\N)c1ccccc1,3,-8
CCCCC(=O)Nc1cc(C)c(NC(=O)c2ccco2)cn1,3,-10
O=C(Cc1cccs1)NCCc1ccc(Cl)cc1,1,-17
O=C(NC(=S)Nc1ccc(C(F)(F)F)cc1)c1csnn1,26,-12
O=C(NCc1ccc(Cl)cc1)c1cccc(NC2=NC3CS(=O)(=O)CC3S2)c1 (centres undefined),0,-14
O=C1CCC(C(=O)Nc2cccc(S(=O)(=O)N3CCOCC3)c2)N1 (centres undefined),13,-9
CC(C)OP(=O)(c1ccc(N(C)C)cc1)C(O)c1c(Cl)cccc1Cl (centres undefined),25,-9
CCOC(=O)c1nnn(-c2nonc2N)c1CN1CCCC1,4,-12
COc1ccc(CCNC(=O)CSc2nc(N)cc(=O)[nH]2)cc1OC,26,-1
c1csc(-c2cn3ccc4ccccc4c3n2)c1,74*,-4
COc1ccc(Nc2n[nH]c(N)c2C(N)=O)cc1,10,2
O=C(NCCCN1CCN(c2ccccc2F)CC1)C1CCN(S(=O)(=O)N2CCOCC2)CC1,9,-36
COc1ccc(C(=O)NC(=O)CSc2nnc(-c3ccco3)n2-c2ccccc2)cc1,21,-24
CCOC(=O)c1sc(=S)n(-c2ccc(Cl)cc2)c1C,25,-18

Profiles as entered above:
Shown for `CC(C)OP(=O)(c1ccc(N(C)C)cc1)C(O)c1c(Cl)cccc1Cl` (centres undefined) → OX1R antag-1 = 25; OX1R antag-2 = -9
Shown for `COc1ccc(Nc2n[nH]c(N)c2C(N)=O)cc1` → OX1R antag-1 = 10; OX1R antag-2 = 2

(next part)
canonical_smiles,OX1R antag-1,OX1R antag-2
NC(=O)c1c(NC(=O)COC(=O)CSc2nnc(-c3ccc(Cl)cc3)o2)sc2c1CCC2,20,-17
COc1ccc(-c2nc(CS(=O)CC(=O)N3CCN(C)CC3)c(C)o2)cc1OC (centres undefined),11,2
O=C(COC(=O)c1cc([N+](=O)[O-])ccc1N1CCOCC1)c1ccccc1Cl,25,2
CCCN1CCN(CCCNC(=O)Cn2ncc3c4ccccc4n(C)c3c2=O)CC1,13,-16
CCOC(=O)C[C@H]1c2cc(C(F)(F)F)ccc2S(=O)(=O)N1C(C)C,44,-13
Cc1cc(C)n(CC(=O)NNC(=O)c2cccc(C(F)(F)F)c2)n1,10,-11
C=CCOC(=O)N1CCN(c2cccc(C(F)(F)F)c2)CC1,13,-21
CC1CN(C(=O)N(C)C)CCN1C(=O)N(C)C (centres undefined),11,11
CCCCNc1c(N)n(CC(C)C)c(=O)[nH]c1=O,7,-31
CSc1nnc2c(n1)OC(C)N(C(=O)c1ccccc1)c1ccccc1-2 (centres undefined),35,-35
CCCCN(C/C=C/c1ccccc1OC)Cc1ccccc1,16,-31
Cc1ccc(S(=O)(=O)N(C)C)cc1NC(=S)NC(C)CCC(C)C (centres undefined),18,-9
O=C(c1ccccc1)c1ccc2nc[nH]c2c1,4,5
Cc1ccc2c(c1)c1c(n2CC(O)Cn2nc(C)c(Br)c2C)CCCC1 (centres undefined),16,-31
O=C(Nc1c(F)cc(F)cc1Br)C1CCCO1 (centres undefined),10,-16
COc1ccccc1NC(NC(=O)c1cccnc1)C(Cl)(Cl)Cl (centres undefined),9,-30
O=C(Cn1c(=O)oc2ccccc21)Nc1ccccc1N1CCOCC1,14,-31
O=C1OC(/C=C/c2ccc(Cl)cc2Cl)=NC/1=C\c1cccs1,16,-10
CCN(CC)C(=O)C1CCCN(Cc2ccccc2)C1 (centres undefined),14,-21
CCOn1c(SC(C)C)nc2ccccc2c1=O,6,-13
COc1ccccc1N1CCN(C(=O)CCS(=O)(=O)c2ccc3c(c2)NC(=O)C(C)S3)CC1 (centres undefined),9,-17
N/C(=N\OC(=O)c1ccc2ccccc2c1)c1ccncc1,16,-14
O=C(CCC1CCCN(C(=O)c2ccccc2Cl)C1)N1CCN(c2ccccn2)CC1 (centres undefined),13,-29
CC(C)CCNC(=O)c1cn(C)c2ccc(S(=O)(=O)N3CCCC3)cc2c1=O,5,-19

Entries listed so far marked active in OX1R antag-1.
canonical_smiles,OX1R antag-1,OX1R antag-2
c1csc(-c2cn3ccc4ccccc4c3n2)c1,74*,-4

Other results follow.
SMILES,OX1R antag-1,OX1R antag-2
O=C(N1CCOCCOc2ccccc2OCCOCC1)C(F)(F)F,5,-28
Cc1ccc(/C=C(\C#N)C(=O)NC(C)C)o1,9,3
Cc1ccc(NCc2n[nH]c(=S)n2-c2ccccc2)c(C)c1,22,-28
CC1CCCCN1C(=O)c1ccc(S(=O)(=O)N2CCCCC2C)cc1 (centres undefined),13,-6
O=C(CCc1c[nH]c2ccccc12)NC(Cc1c[nH]c2ccccc12)C(=O)O (centres undefined),14,-7
CCCCn1c(CNC(=O)CCC)nc2ccccc21,7,-16
CC(C)(C)OC(=O)N1CCC(c2c(C(=O)N3CCN(C4CCCCC4)CC3)cnn2-c2ccc(F)cc2)CC1,10,-43
NC(=O)COc1ccc(C23CC4CC(CC(C4)C2)C3)cc1,15,-52
OCC[C@@H]1C[C@@H](O)[C@H](O)[C@]2(OCc3ccccc32)O1,8,7
CCc1ccc2nc3n[nH]c(N)c3cc2c1,15,-16
CCN1CCN(CCCOc2ccccc2-c2ccccc2)CC1,11,-38
COC(=O)C1(C)NC(=O)c2ccccc2N1 (centres undefined),13,2
CN(C)S(=O)(=O)c1ccc(N2CCCC2)c(C(=O)NNC(=O)COc2ccc(Cl)cc2)c1,10,-28
CCCCNC(=O)c1onc(CCl)c1C(=O)OC,12,-21
COc1ccc(NC(=O)CN2CCN(CC(=O)Nc3ccccc3F)CC2)cc1OC,4,-6
O=S(=O)(Nc1ccccc1)c1ccc2c(c1)CCO2,8,4
COC(=O)C1=C(C(=O)OC)N2C=CC=CC2(C)C(C(=O)OC)=C1C(=O)OC (centres undefined),11,-7
COc1ccc(/C=C/c2nnc(NC(=O)CSc3ccc(Cl)cc3)s2)cc1,4,-11
O=C(NCc1ccccc1)C1CCCN(c2ncnc3c2nc2n3CCCCC2)C1 (centres undefined),10,-25
N#CCCNC(=O)Cn1c(COc2ccc(Cl)cc2)nc2ccccc21,6,-7
C[C@@H](C(=O)O)[C@@H]1C[C@@]1(C)[C@@H](NC(=O)OCc1ccccc1)c1ccccc1,12,0
COCCNC(=O)C(NC(=O)C1CCCCC1)C12CC3CC(CC(C3)C1)C2 (centres undefined),12,-14
Cc1c(NC(=O)CN2C(=O)NC(C)(c3ccc(OC(F)F)cc3)C2=O)c(=O)n(-c2ccccc2)n1C (centres undefined),15,0
Nc1nccnc1C(=O)OCC(=O)NCCc1ccc(Cl)cc1,10,-1
COC(=O)C1=C(C)N(CCCC(=O)O)C(=O)NC1c1cccc(OC)c1 (centres undefined),26,3
CCCCc1ccc(C2C(C#N)=C(N)SC(N)=C2C#N)s1,-1,3
O=C(NCc1ccccn1)C1CCN(C(=O)c2cc3sccc3n2Cc2ccc(F)cc2)CC1,16,-15
Cc1ccc(OCC(=O)N2CCc3ccccc32)cc1,27,-18
COc1ccc(N2CCN(CC(=O)c3ccc(O)cc3O)CC2)cc1,4,0
O=C(Nc1cccc(-c2nc3ncccc3o2)c1)c1sc2ccccc2c1Cl,14,-7

Reprinted at random: six records from the list, in no set order.
SMILES,OX1R antag-1,OX1R antag-2
O=C(NCc1ccccn1)C1CCN(C(=O)c2cc3sccc3n2Cc2ccc(F)cc2)CC1,16,-15
COc1ccc(-c2nc(CS(=O)CC(=O)N3CCN(C)CC3)c(C)o2)cc1OC (centres undefined),11,2
CCCCNC(=O)c1onc(CCl)c1C(=O)OC,12,-21
Cc1ccc2c(c1)c1c(n2CC(O)Cn2nc(C)c(Br)c2C)CCCC1 (centres undefined),16,-31
O=C(NC(=S)Nc1ccc(C(F)(F)F)cc1)c1csnn1,26,-12
O=C(N1CCOCCOc2ccccc2OCCOCC1)C(F)(F)F,5,-28

(more compounds)
SMILES,OX1R antag-1,OX1R antag-2
CCCn1c(N)c(NCCN2CCOCC2)c(=O)n(CC(=O)NCc2ccccc2)c1=O,14,-1
C/C(CC(C)C)=N\NC(=O)Nc1ccccc1,18,-14
Cc1cccc(COc2ccc(/C=N/NC(=O)c3nnn(-c4nonc4N)c3COc3ccc(F)cc3)cc2)c1,5,6
c1ccc(CNc2ccc3ccccc3n2)nc1,34,-6
Cc1nn(C(=O)Cn2ccc([N+](=O)[O-])n2)c(C)c1Br,11,1
Cc1ccc(N2C(=O)CC(NCc3ccc4c(c3)OCO4)C2=O)cc1Cl (centres undefined),13,-4
CN(c1cccc(Cl)c1)S(=O)(=O)c1cccc(C(=O)Nc2nc3ccccc3[nH]2)c1,52,5
CCOC(=O)[C@@H]1[C@H]2COc3ccccc3[C@@H]2N2C(=O)N(c3ccc(OC)cc3)C(=O)[C@]12C,13,-42
CC(C)CC(C(=O)OCC(=O)c1c(N)n(C)c(=O)n(C)c1=O)N1C(=O)c2ccccc2C1=O (centres undefined),20,-15
Cc1nc(-c2cccc(-c3noc(C)n3)c2)no1,12,-17
COc1ccc(C(C(=O)NCC2CCCO2)N(Cc2ccccc2)C(=O)CNC(=O)c2ccco2)cc1OC (centres undefined),14,-18
N#Cc1ccc(-c2ccc(OCC(=O)NCC(=O)Nc3ccc(F)c(F)c3F)cc2)cc1,20,-3
O=C(COC(=O)C1=Cc2ccccc2OC1)NCc1ccccc1,21,-28
Clc1ccc(OCc2nc(-c3ccncc3)no2)c(Br)c1,9,-14
Cc1ccc(S(=O)(=O)Oc2ccc(/C=C(/NC(=O)c3ccccc3)C(=O)NCCCC(=O)O)cc2)cc1,5,-19
Cc1cnc(NC(=O)Cc2ccccc2Cl)s1,7,-7
O=C(N1CCCCC1)N1CCN(C(c2ccccc2)c2ccccc2)CC1,7,-31
COc1ccc(Cn2c(C)nnc2-c2cnn(C)c2N)cc1,4,-11
O=C(NNC(=S)NC(=O)c1cccc([N+](=O)[O-])c1)c1ccc(Br)cc1,1,8
O=C1CC(SC(=Nc2ccccc2)Nc2ccccc2)C(=O)N1c1ccc(Cl)cc1 (centres undefined),6,-13
COc1ccc(/C=N/N=C/c2c[nH]c(=O)c(C#N)c2Nc2ccccc2)cc1,-4,-20
Cc1cc(=O)[nH]c(N2CCN(Cc3ccccc3)CC2)n1,8,-7
COC(=O)CCC(=O)OC1(C)C(=O)C=C2C=C(C3CC3)N(c3cccc(C#N)c3)C=C2C1=O (centres undefined),39,-14
COc1cc(NC(=O)COC(=O)CNS(=O)(=O)c2ccc(F)c(F)c2F)cc(OC)c1,9,-9
COc1ccc(/C=C/C(=O)NC(=S)NN2CCCCC2c2cccnc2)cc1 (centres undefined),26,-34
CO[C@@]1(NC(=O)CSCC#N)C(=O)N2C(C(=O)O)=C(CSc3nnnn3C)CS[C@@H]21,13,1
O=c1c2ccccc2c2ccccc2c(=O)n1CC1CCCO1 (centres undefined),12,-27
CN(C)c1nc(-c2ccccc2)c2cc(Cl)ccc2n1,20,-14
CCN(CC)C(=O)Cn1cc(C(=O)C(=O)NCCCn2ccnc2)c2ccccc21,25,-8
NS(=O)(=O)c1ccc(NC(=S)N2CCN(Cc3ccc(Cl)c(Cl)c3)CC2)cc1,19,2
CCOC(=O)N1CCN(C(=O)CCCN2C(=O)CSc3nc(C)cc(C)c32)CC1,8,-16
O=C(NCCC1=CCCCC1)C1CC(=O)N(C2CCCCCC2)C1 (centres undefined),4,-36
CCN(C(=O)c1ccc(Br)o1)C1CCS(=O)(=O)C1 (centres undefined),16,16
O=C(CN(c1ccccc1)S(=O)(=O)c1ccc(Cl)cc1)Nc1cccnc1,5,-13
Cc1ccc(S(=O)(=O)Oc2ccccc2/C=N/NC(=O)c2c(Cl)cnn2C)cc1,19,-18
Cc1ccc(CNC(=O)CN(C)S(=O)(=O)c2ccc3c(c2)n(C)c(=O)c(=O)n3C)cc1,15,-15
O=C(NCc1ccco1)/C(=C/c1ccccc1F)NC(=O)c1ccccc1,13,-18
Cc1cc(Nc2ccccc2)n2nc(C)c(-c3ccccc3)c2n1,8,-42
COc1ccc2occ(C(=O)c3ccc(N=C(C)N(C)C)cc3)c2c1,30,-7
Cc1csc(=O)n1CCC(=O)OC(C)C(=O)Nc1ccc(N2CCOCC2)cc1 (centres undefined),-4,-12
COc1ccc(CC(=O)NC(C)CCc2ccccc2)cc1 (centres undefined),6,-9
COc1ccc(NC(=O)CN2CCC(Cc3ccccc3)CC2)cc1S(=O)(=O)N1CCOCC1,12,-19
